FID counter: displaces DNA intercalator in HCV helicase counter-screen. DNA fluorescent intercalator displacement, fluorescence. inhibition, % at 7.9 µM. AID 1845. 290,000 tested, 0.17% active; in the data active = inhibition above about 37%;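 note: 0% = vehicle and 100% = reference compound; higher means more ethidium bromide displaced from hairpin DNA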
PHOSPHO1 block: inhibitors of human PHOSPHO1 phosphatase | recombinant PHOSPHO1, absorbance phosphatase assay | inhibition, % at 13.3 µM | 290,000 tested, 1.1% active; in the data active = inhibition above about 60%
IMP-1 inhibitor: blocks Pseudomonas aeruginosa IMP-1 metallo-beta-lactamase; purified IMP-1, nitrocefin hydrolysis, epi-absorbance fluorescence; inhibition, % at 5.6 µM; 290,000 tested, 0.45% active;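 active = inhibition above the mean plus 3 SD of all compounds in the same screening run, cut at about 4.5% in these data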;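 note: 0% = IMP-1 with DMSO and 100% = DMSO wells lacking enzyme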
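System – purified recombinant IMP-1 beta-lactamase · Input – IMP-1 dispensed at 0.2 nM · Timing – 15 min preincubation plus 25 min reaction at 25 °C · Signal – Epi-absorbance fluorescence, 480 nm excitation, 530 nm emission · Measure – percent IMP-1 inhibition derived from blank-referenced optical density · Controls – Enzyme-plus-DMSO low control, enzyme-free DMSO high control · Replication – singlicate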
GalR3 antag: blocks the human galanin receptor 3; 360,000 tested, 0.44% active; AID 651719; HEK293 GalR3-CNG cAMP membrane potential fluorescence; galR3 body fused to GalR1 C-terminus; inhibition, % at 3 µM; O60755;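 active = inhibition above the screen-wide average plus 3 SD, cut at about 13% in these data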;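 note: forskolin and galanin both at EC90 stimulate the cells; cAMP rise reported by CNG channel membrane potential dye signal; 0% = forskolin plus galanin with DMSO and 100% = forskolin alone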
Target sequence (O60755 1-299 limits assumed): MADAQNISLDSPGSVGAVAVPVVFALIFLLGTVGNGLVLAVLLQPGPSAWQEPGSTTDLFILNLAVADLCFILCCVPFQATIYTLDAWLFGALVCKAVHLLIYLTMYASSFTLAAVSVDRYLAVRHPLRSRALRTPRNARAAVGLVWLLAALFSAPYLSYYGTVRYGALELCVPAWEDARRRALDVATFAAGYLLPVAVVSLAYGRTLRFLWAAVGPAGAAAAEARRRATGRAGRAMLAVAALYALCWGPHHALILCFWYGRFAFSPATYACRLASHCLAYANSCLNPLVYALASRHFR
VIM-2 inhibitor: inhibitors of Pseudomonas aeruginosa VIM-2 metallo-beta-lactamase; 290,000 tested, 0.89% active; purified VIM-2, nitrocefin hydrolysis, epi-absorbance fluorescence; AID 1527; inhibition, % at 5.6 µM;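 active = inhibition above the mean of all tested compounds plus 3 SD, cutoff set per screening run, cut at about 7.5% in these data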;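 note: red hydrolysis product quenches plate fluorescence so inhibitors raise well fluorescence; 0% = enzyme with DMSO and 100% = DMSO without enzyme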
OXTR ag: agonists of human oxytocin receptor. activation, % at 3 µM. CHO-OTR cells, Fluo-8 calcium fluorescence; normalized: DMSO 0%, oxytocin 100%. 320,000 tested, 0.32% active;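 active = activation above the mean of all tested compounds plus 3 SD, cutoff set per screening run, cut at about 20% in these data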;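 note: peak over basal fluorescence ratio from a 100 s FLIPR kinetic read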
GPR7 antagonist: antagonists of human GPR7 (neuropeptides B/W receptor 1) | GPR7-expressing cells, fluorescence antagonist assay | 290,000 tested, 1.1% active | inhibition, % at 4.4 µM; in the data active = inhibition above about 16%, passing the limit was not always enough;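 note: cells stimulated with the agonist NPW; 0% = agonist with vehicle and 100% = vehicle without agonist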
Target sequence (P48145 whole entry, looked up): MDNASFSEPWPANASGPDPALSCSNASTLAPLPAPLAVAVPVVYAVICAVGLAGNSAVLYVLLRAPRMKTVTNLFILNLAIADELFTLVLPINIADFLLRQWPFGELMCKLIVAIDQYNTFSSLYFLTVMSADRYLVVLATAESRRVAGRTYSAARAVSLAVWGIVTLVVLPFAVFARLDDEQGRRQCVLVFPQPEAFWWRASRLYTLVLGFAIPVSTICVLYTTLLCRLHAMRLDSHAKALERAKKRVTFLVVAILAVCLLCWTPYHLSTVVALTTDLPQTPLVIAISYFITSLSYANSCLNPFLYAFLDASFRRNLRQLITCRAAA
V1aR counter: activates human V1a receptor in oxytocin agonist counter-screen; P37288; CHO-V1R cells, Fluo-8 calcium fluorescence, agonist mode; 0% DMSO, 100% 3 nM vasopressin; activation, % at 3 µM; 320,000 tested, 0.25% active; AID 2797;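 active = activation above the mean activation of all tested compounds plus 3 SD, per screening run, cut at about 20% in these data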;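 note: signal is peak over basal fluorescence ratio across a 100 second FLIPR read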
Target sequence (P37288 whole entry, looked up): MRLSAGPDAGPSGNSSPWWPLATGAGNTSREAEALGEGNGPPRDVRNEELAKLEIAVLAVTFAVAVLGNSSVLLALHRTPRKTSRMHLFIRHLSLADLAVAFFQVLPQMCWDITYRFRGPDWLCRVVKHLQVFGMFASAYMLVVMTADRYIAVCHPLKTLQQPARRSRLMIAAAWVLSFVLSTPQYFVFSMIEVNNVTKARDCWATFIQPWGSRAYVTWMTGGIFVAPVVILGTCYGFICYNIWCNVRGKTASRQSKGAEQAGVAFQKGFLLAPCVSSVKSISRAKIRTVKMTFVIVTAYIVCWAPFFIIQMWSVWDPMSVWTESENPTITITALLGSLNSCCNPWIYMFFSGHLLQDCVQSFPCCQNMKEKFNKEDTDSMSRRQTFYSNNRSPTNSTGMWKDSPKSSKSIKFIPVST
NS3 helicase inh: inhibitors of Hepatitis C virus NS3 helicase. inhibition, % at 10.9 µM. 290,000 tested, 0.56% active. AID 1800. NS3 helicase DNA unwinding, Cy5 molecular beacon fluorescence;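 active = inhibition above the mean of all tested compounds plus 3 SD, set per campaign, cut at about 35% in these data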;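 note: 0% = DMSO wells and 100% = thioflavine S control wells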
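System: Hepatitis C virus NS3 helicase domain fragment enzyme | Reagent: Annealed dual-labelled DNA beacon duplex, ATP-started | Compound dosing: 10.9 µM single point, 0.8% DMSO | Incubation: 1 h reaction at 25 °C, ATP-initiated | Technique: Cy5 fluorescence | Evaluation: Percent inhibition from t60/t0 fluorescence ratio | Benchmarks: Low DMSO, high thioflavine S at 110 µM | Replication: Singlicate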
An asterisk follows results filed as active; & = joins results of further samples.

The first two records, ahead of the listing:
For COc1ccc(CCNC(=O)CN(C)S(=O)(=O)c2ccc(OC)cc2)cc1 the results were FID counter -21, PHOSPHO1 block 3, IMP-1 inhibitor -2.2, GalR3 antag -3, VIM-2 inhibitor -2.1, OXTR ag 0.0, GPR7 antagonist -11, V1aR counter 0.1 and NS3 helicase inh -7.
COc1ccc(NC(=O)CSc2nnc(-c3cccnc3)o2)cc1 was read as FID counter -2, PHOSPHO1 block 11, IMP-1 inhibitor 2.5, GalR3 antag -7, VIM-2 inhibitor -0.1, OXTR ag 0.5, GPR7 antagonist 0, V1aR counter 0.0 and NS3 helicase inh 5.

Results, previewed entries included:
For COc1ccc(CCNC(=O)CN(C)S(=O)(=O)c2ccc(OC)cc2)cc1 the results were FID counter -21, PHOSPHO1 block 3, IMP-1 inhibitor -2.2, GalR3 antag -3, VIM-2 inhibitor -2.1, OXTR ag 0.0, GPR7 antagonist -11, V1aR counter 0.1 and NS3 helicase inh -7.
COc1ccc(NC(=O)CSc2nnc(-c3cccnc3)o2)cc1 was read as FID counter -2, PHOSPHO1 block 11, IMP-1 inhibitor 2.5, GalR3 antag -7, VIM-2 inhibitor -0.1, OXTR ag 0.5, GPR7 antagonist 0, V1aR counter 0.0 and NS3 helicase inh 5.
For CCOC(=O)NC(c1ccc(C(C)C)cc1)C(Cl)(Cl)Cl (stereo unspecified) the results were FID counter -13, PHOSPHO1 block -9, IMP-1 inhibitor 0.1, GalR3 antag 6, VIM-2 inhibitor 0.7, OXTR ag -0.2, GPR7 antagonist -10, V1aR counter 2.3 and NS3 helicase inh -12.
CCCCCCC1/C(=N\NC(=O)c2ccccc2)CCC1C(=O)OC (stereo unspecified) was read as FID counter -25, PHOSPHO1 block 27, IMP-1 inhibitor -1.4, GalR3 antag -10, VIM-2 inhibitor -4.5, OXTR ag -0.4, GPR7 antagonist 5, V1aR counter 0.6 and NS3 helicase inh -2.
`Cc1ccc(C)c(NC(=S)Nc2cccnc2)c1` gave FID counter -2, PHOSPHO1 block -3, IMP-1 inhibitor -2.0, GalR3 antag -3, VIM-2 inhibitor -2.7, OXTR ag -0.8, GPR7 antagonist -8, V1aR counter -1.2 and NS3 helicase inh 2.
Screening O=C(NCc1cccs1)C1CC1 returned FID counter -2, PHOSPHO1 block 44, IMP-1 inhibitor -2.9, GalR3 antag 1, VIM-2 inhibitor -3.3, OXTR ag 0.2, GPR7 antagonist -18, V1aR counter 0.8 and NS3 helicase inh 0.
For CCOCc1[nH]c(=S)[nH]c(=O)c1Cc1ccc(OCC)cc1 the results were FID counter -23, PHOSPHO1 block -1, IMP-1 inhibitor -3.5, GalR3 antag -4, VIM-2 inhibitor -5.5, OXTR ag -0.7, GPR7 antagonist -4, V1aR counter 0.1 and NS3 helicase inh 5.
Screening Cc1ccc(NNC(=O)c2c(C)noc2C)cc1Cl returned FID counter 1, PHOSPHO1 block -119, IMP-1 inhibitor -1.2, GalR3 antag -6, VIM-2 inhibitor -1.6, OXTR ag 0.5, GPR7 antagonist -9, V1aR counter -1.3 and NS3 helicase inh -4.
For Cc1cccc(OC(=O)C2C(c3ccccc3)C(C(=O)O)C2c2ccccc2)c1 (stereo unspecified) the results were FID counter -34, PHOSPHO1 block 6, IMP-1 inhibitor -0.9, GalR3 antag 0, VIM-2 inhibitor -1.0, OXTR ag 1.0, GPR7 antagonist -7, V1aR counter 0.8 and NS3 helicase inh 10.
CC(C)(C)NC(=O)C1CC(=O)OC12CCOC(C)(C)C2 (stereo unspecified) was read as FID counter -1, PHOSPHO1 block -11, IMP-1 inhibitor -1.7, GalR3 antag 2, VIM-2 inhibitor 0.9, OXTR ag 0.9, GPR7 antagonist 5, V1aR counter -0.3 and NS3 helicase inh -3.
`CCOC(=O)C1=C(C)Nc2nc(SCC(=O)OC)nn2C1c1cc(F)cc(F)c1` (stereo unspecified) gave FID counter 1, PHOSPHO1 block -2, IMP-1 inhibitor -2.0, GalR3 antag -4&-5, VIM-2 inhibitor -2.5, OXTR ag -2.1, GPR7 antagonist 10, V1aR counter -0.7 and NS3 helicase inh -4.
Cc1ccc(C(NC(N)=O)c2ccccc2C)cc1 (stereo unspecified) was read as FID counter -7, PHOSPHO1 block 14, IMP-1 inhibitor 1.4, GalR3 antag -3, VIM-2 inhibitor -3.2, OXTR ag -0.5, GPR7 antagonist 2, V1aR counter 1.5 and NS3 helicase inh -2.
`COC(=O)c1ccc(Sc2ccccc2NS(=O)(=O)c2ccc(NC(C)=O)cc2)nc1` gave FID counter -20, PHOSPHO1 block 10, IMP-1 inhibitor -2.6, GalR3 antag 3, VIM-2 inhibitor -3.5, OXTR ag 2.7, GPR7 antagonist -9, V1aR counter 2.6 and NS3 helicase inh -7.
Screening C(=C\c1nc(-c2cccnc2)no1)/c1ccccc1 returned FID counter -17, PHOSPHO1 block -10, IMP-1 inhibitor -2.4, GalR3 antag -1, VIM-2 inhibitor -1.8, OXTR ag -1.3, GPR7 antagonist 2, V1aR counter 0.4 and NS3 helicase inh 3.
For COc1cccc(-n2nnnc2SCC(=O)NCCc2ccc(OC)c(OC)c2)c1 the results were FID counter -17, PHOSPHO1 block 6, IMP-1 inhibitor -2.1, GalR3 antag 0, VIM-2 inhibitor -2.1, OXTR ag -1.2, GPR7 antagonist -1, V1aR counter -1.2 and NS3 helicase inh 10.
For C/C(=C\C(=S)Nc1ccccc1)Nc1cccc2ccccc12 the results were FID counter -11, PHOSPHO1 block 0, IMP-1 inhibitor 0.1, GalR3 antag -4, VIM-2 inhibitor 0.2, OXTR ag 0.2, GPR7 antagonist -1, V1aR counter -1.1 and NS3 helicase inh 25.
CCOc1ccc(CCNC(=O)c2cccc3c2C(=O)N(CCOC)C3)cc1OCC was read as FID counter -30, PHOSPHO1 block 9, IMP-1 inhibitor 0.2, GalR3 antag -8, VIM-2 inhibitor 0.0, OXTR ag -0.7, GPR7 antagonist 5, V1aR counter 0.6 and NS3 helicase inh 7.
Screening CC(=O)c1cccc(N=Cc2c(O)c3ccccc3oc2=O)c1 returned FID counter -8, IMP-1 inhibitor -2.1, GalR3 antag -6, VIM-2 inhibitor 0.5, OXTR ag 0.3, GPR7 antagonist -16, V1aR counter -0.3 and NS3 helicase inh 18.
For OCCC1CN(Cc2nc3c(s2)CCCC3)CCN1CCc1ccccc1 (stereo unspecified) the results were FID counter 0, PHOSPHO1 block 9, IMP-1 inhibitor -1.4, GalR3 antag -1, VIM-2 inhibitor -2.9, OXTR ag 0.9, GPR7 antagonist -15, V1aR counter 2.5 and NS3 helicase inh -13.
CCOc1ccc(-c2nc(S(=O)(=O)c3ccccc3)c(NCc3cccnc3)o2)cc1 was read as FID counter -6, PHOSPHO1 block 0, IMP-1 inhibitor -5.7, GalR3 antag 4, VIM-2 inhibitor -1.3, OXTR ag -1.1, GPR7 antagonist -4, V1aR counter -0.6 and NS3 helicase inh -1.
For COc1ccc(C(=O)Nc2ccc(Cl)cc2C(=O)NCc2ccco2)cc1 the results were FID counter -1, PHOSPHO1 block -17, IMP-1 inhibitor -1.6, GalR3 antag -6, VIM-2 inhibitor -1.1, OXTR ag -1.6, GPR7 antagonist 3, V1aR counter -0.2 and NS3 helicase inh 0.
Screening O=C(NC(=O)c1ccccc1)Nc1ccc(Cl)cn1 returned FID counter 4, PHOSPHO1 block 31, IMP-1 inhibitor 0.4, GalR3 antag 0, VIM-2 inhibitor 0.2, OXTR ag 0.6, GPR7 antagonist 4, V1aR counter 4.4 and NS3 helicase inh -3.
Screening O=C(Nc1ccccc1)N1CCSc2cc(Cl)ccc21 returned FID counter -3, PHOSPHO1 block 28, IMP-1 inhibitor 0.3, GalR3 antag 0, VIM-2 inhibitor -4.7, OXTR ag -2.1, GPR7 antagonist 10, V1aR counter -1.3 and NS3 helicase inh 3.
Screening COC(=O)c1ccc(C)c(NC(=S)NCc2ccc(Cl)cc2)c1 returned FID counter -8, PHOSPHO1 block -11, IMP-1 inhibitor -3.4, GalR3 antag -10, VIM-2 inhibitor -1.6, OXTR ag 16, GPR7 antagonist 7, V1aR counter 13 and NS3 helicase inh 2.
`CCCCN(C)C(=O)c1cccc(OC2CCN(CC(C)(C)C)CC2)c1` gave FID counter 0, PHOSPHO1 block 15, IMP-1 inhibitor -1.8, GalR3 antag -4, VIM-2 inhibitor -0.5, OXTR ag -0.2, GPR7 antagonist -9, V1aR counter 0.7 and NS3 helicase inh 0.
CCCCn1c(N)c(N(Cc2ccccc2OC)C(=O)CCSC)c(=O)[nH]c1=O was read as FID counter -12, PHOSPHO1 block 10, IMP-1 inhibitor -1.2, GalR3 antag -4, VIM-2 inhibitor -1.5, GPR7 antagonist -4 and NS3 helicase inh -1.
Screening Cn1ccnc1C(O)(c1nnc(-c2ccccc2)o1)C(F)(F)F (stereo unspecified) returned FID counter 5, PHOSPHO1 block 6, IMP-1 inhibitor -4.9, GalR3 antag 2, VIM-2 inhibitor -4.9, OXTR ag 0.6, GPR7 antagonist -7, V1aR counter -0.5 and NS3 helicase inh 3.
CCCc1cc(=O)[nH]c(SCCOc2ccc(Cl)cc2)n1 was read as FID counter 2, PHOSPHO1 block 11, IMP-1 inhibitor -4.5, GalR3 antag 0, VIM-2 inhibitor -2.2, OXTR ag -0.6, GPR7 antagonist 2, V1aR counter 0.1 and NS3 helicase inh 7.
For CCc1ccc(NC(=O)N2CCN(c3ccc(F)cc3)CC2)cc1 the results were FID counter -14, PHOSPHO1 block 18, IMP-1 inhibitor -3.1, GalR3 antag -6, VIM-2 inhibitor -1.4, GPR7 antagonist -15 and NS3 helicase inh 7.
`CC1CCN(C(=O)CNC(=O)CNS(=O)(=O)c2ccccc2)CC1` gave FID counter -5, PHOSPHO1 block 14, IMP-1 inhibitor -3.8, GalR3 antag -1, VIM-2 inhibitor -0.9, OXTR ag 0.3, GPR7 antagonist -13, V1aR counter 0.2 and NS3 helicase inh 1.
Screening COc1cccc(CC(=O)Nc2ncc(C)s2)c1 returned FID counter -3, PHOSPHO1 block 44, IMP-1 inhibitor -0.6, GalR3 antag -5, VIM-2 inhibitor -1.6, OXTR ag 0.8, GPR7 antagonist 9, V1aR counter -0.2 and NS3 helicase inh 0.
Screening COc1cccc(NC(=O)CN(C)S(=O)(=O)c2ccc3c(c2)n(C)c(=O)c(=O)n3C)c1 returned FID counter -9, PHOSPHO1 block 44, IMP-1 inhibitor -5.8, GalR3 antag 1, VIM-2 inhibitor -6.8, OXTR ag 0.0, GPR7 antagonist 3, V1aR counter 0.2 and NS3 helicase inh 0.
For CC(CN1CCCCC1)c1ccccc1 (stereo unspecified) the results were FID counter 5, PHOSPHO1 block 25, IMP-1 inhibitor -1.9, GalR3 antag -3, VIM-2 inhibitor -0.5, OXTR ag 0.8, GPR7 antagonist -15, V1aR counter 0.1 and NS3 helicase inh 2.
Screening COc1ccc(-c2csc3ncnc(N4CCN(c5ccccc5Cl)CC4)c23)cc1 returned FID counter -28, PHOSPHO1 block 14, IMP-1 inhibitor -1.5, GalR3 antag 2, VIM-2 inhibitor -3.2, OXTR ag -0.6, GPR7 antagonist 7, V1aR counter 5.1 and NS3 helicase inh -10.

Screening results from PubChem BioAssay.
